HSP90 refold inh – HSP90 refolding inhibition in rabbit reticulocyte lysate; luciferase refolding luminescence, 3 h; inhibition, % at 5.6 µM; actives 0.91% (n = 290,000); AID 1789;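 active = inhibition above the screen-wide mean plus 3 SD, computed separately per campaign, cut at about 16% in these data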;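 also: 0% = DMSO wells and 100% = 60 µM geldanamycin wells; inhibitors lower the luminescence because luciferase stays unfolded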
IEC-6 cytotox – kills IEC-6 intestinal cells in KLF5 counter-screen; IEC-6 cytotoxicity, luminescence viability; inhibition, % at 5 µM; actives 0.78% (n = 290,000); AID 1825; in the data active = inhibition above about 22%;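 also: 0% = plate median of test compound wells and 100% = cytotoxic reference compound wells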
HDAC3 inhib – inhibitors of human histone deacetylase 3; O15379; recombinant HDAC3, fluorogenic peptide/trypsin coupled, fluorescence; inhibition, % at 8.3 µM; actives 0.15% (n = 320,000); AID 2718; in the data active = inhibition above about 26%, passing the limit was not always enough; inconclusive = no clear call, values can overlap the other calls
Target sequence (O15379 whole entry, looked up): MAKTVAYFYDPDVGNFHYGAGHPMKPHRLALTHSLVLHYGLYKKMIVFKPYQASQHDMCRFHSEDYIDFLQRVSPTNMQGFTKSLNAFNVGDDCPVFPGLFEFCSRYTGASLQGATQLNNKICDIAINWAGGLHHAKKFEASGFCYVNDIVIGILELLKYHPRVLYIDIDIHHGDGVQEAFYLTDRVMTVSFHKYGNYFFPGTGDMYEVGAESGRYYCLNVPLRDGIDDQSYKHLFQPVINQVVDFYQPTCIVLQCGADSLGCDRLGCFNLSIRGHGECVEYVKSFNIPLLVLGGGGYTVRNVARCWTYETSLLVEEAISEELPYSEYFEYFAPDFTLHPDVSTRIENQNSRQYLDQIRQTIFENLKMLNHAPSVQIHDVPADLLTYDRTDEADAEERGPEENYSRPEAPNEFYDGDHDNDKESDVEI
HSF-1 act – increases HSF-1 driven luciferase reporter signal; activation, % at 9 µM; NIH3T3-HGL HSF-1 luciferase reporter, MG132, 8 h; 100% = twice DMSO control signal; AID 504408; actives 1.7% (n = 300,000);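 active = mean replicate activation of at least 50% with a set share of replicates each reaching 50%; inconclusive = only one of those two conditions met; inactive = mean below 50% and too few replicates reaching it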;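 also: 0% = median of the neutral control wells and 100% = twice that signal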
KLF5 inhibitor – inhibitors of KLF5 expression; DLD-1 KLF5 promoter-luciferase reporter, luminescence; inhibition, % at 5 µM; actives 0.23% (n = 290,000);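 active = inhibition above a per-plate limit of that plate's mean compound inhibition plus 3 SD, cut at about 60% in these data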;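 also: 0% = DMSO wells and 100% = LY294002 at 200 µM; higher means less KLF5 promoter-driven luciferase light; inactives centre near -14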
aSyn UTR inh – 5' untranslated region of α-synuclein, MLPCN primary screen. actives 0.82% (n = 300,000). alpha-synuclein 5'UTR reporter, inhibitor activity. AID 1813. inhibition, % (tested at 7.5 µM); in the data active = inhibition above about 60%; inconclusive = no clear call, values can overlap the other calls;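 also: H4 neuroglioblastoma cells stably carrying SNCA 5'UTR luciferase fusion; 0% = DMSO wells and 100% = positive control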
AI-2 QS mod – modulates the Vibrio harveyi AI-2 quorum sensing system | Vibrio harveyi JMH597 AI-2 luminescence/OD600 ratio, 9 h; stronger effect = lower value; strain lacks LuxN and CqsS sensors; 0 = neutral-control median | activity change, % at 7.5 µM | actives 0.4% (n = 300,000); in the data active = activity change below about -75%, passing the limit was not always enough; inconclusive = no clear call, values can overlap the other calls;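 also: luminescence divided by OD600 gain over 9 h not by final OD600 alone; inactives centre near 13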
HIF activator – HIF pathway transcriptional activation. actives 0.32% (n = 300,000). U2OS HRE-luciferase reporter, luminescence; normalized: DMSO 0%, desferrioxamine 100%. activation, % at 7.5 µM (by protocol). AID 1910;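 active = mean activation of at least 10% of the iron chelator positive control signal, with at least half of replicates also reaching 10%; inconclusive = mean and replicate majority disagree about reaching 10%; inactive = mean and most replicates under 10%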
HSF1 inh – HSF1 inhibition | activity change, negative = inhibition, % at 7.5 µM (by protocol) | AID 2098 | NIH3T3-HGL HSE-luciferase, MG132-induced, luminescence 8 h; stronger effect = lower value | actives 0.77% (n = 300,000);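 active = more than half of replicate wells show activity change below -50%, luminescence cut by over half; inconclusive = some wells, but at most half, below -50%; inactive = no replicate well below -50%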;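 also: luciferase reports HSF-1 transcriptional activity via heat shock element; 0% = median of DMSO wells and -100% = zero luminescence signal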
Platelet DG rel – modulates dense granule release in human platelets. human platelet-rich plasma, SFLLRN dense granule ATP release, luminescence. inhibition, %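 (compounds screened at 7.5 µM in platelet-rich plasma)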. actives 0.22% (n = 300,000);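 active = mean replicate score, as percent of positive control, at or above 50; inconclusive = mean below 50 but at least one replicate at or above 50; inactive = mean and every replicate below 50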
* marks the source's active call; other numbers are inactive results; ? = inconclusive; . = not tested or not shown.

SMILES,HSP90 refold inh,IEC-6 cytotox,HDAC3 inhib,HSF-1 act,KLF5 inhibitor,aSyn UTR inh,AI-2 QS mod,HIF activator,HSF1 inh,Platelet DG rel
Cc1c(Cl)c([N+](=O)[O-])nn1CCCC(=O)N(Cc1ccccc1)Cc1ccccc1,-2,6,7,36,18,6,20,-0.3,6,2
COc1ccc(/C(C)=N/NC(=O)C2C3CCCCC32)c(OC)c1 (centres undefined),1,11,7,4,16,11,4,-0.4,4,1
CC(C)NC(=O)CSc1nnc(-c2ccncc2)n1-c1ccccc1,-4,0,-1,3,3,-50,-14,0.1,3,-1
O=C(O)c1ccc(N2C(=O)CC(N3CCN(c4ccc(Cl)cc4)CC3)C2=O)cc1 (centres undefined),-2,0,-6,0,-28,-3,11,-0.7,-3,9
O=C(NNC(=O)c1ccc(F)cc1F)c1ccc2c(c1)OCO2,-1,-5,1,17,-71,-90,15,3.7,9,0
O=C(O)CCC(=O)NN1C(=O)c2ccccc2NC1c1ccco1 (centres undefined),4,-2,-18,-8,-7,-3,11,-0.1,-6,13
COc1ccc(N2CC(C(=O)NCCc3ccc(Cl)cc3)CC2=O)cc1 (centres undefined),-2,5,-4,-22,-5,17,-2,-0.5,-13,18
O=C(OC1CCOC1=O)c1ccc(Cl)c(S(=O)(=O)N2CCCCC2)c1 (centres undefined),1,4,.,5,-12,-6,4,0.0,-4,3
O=C(NC1CCCCC1)C(c1cccs1)N(CCCN1CCOCC1)C(=O)c1ccc(-c2ccccc2)[nH]1 (centres undefined),1,1,9,33,-2,-31,17,-0.6,8,11
CCCC(=O)Nc1ccc(Cl)c(NC(=O)c2ccc([N+](=O)[O-])cc2Cl)c1,0,1,1,-73,-24,10,29,-0.6,-64*,-13
O=C(Nc1ccc2c(c1)OCCO2)c1ccc(NC(=O)C2CCCO2)cc1 (centres undefined),2,6,8,-6,-23,30,27,-2.4,1,-6
CC(C)C(=O)N1CCN(c2ccc(NC(=O)c3ccc(Br)o3)cc2)CC1,0,0,1,13,-33,-14,21,0.5,5,2
COc1cc(CCCN2C(=O)C(=O)NC[C@@H]2CC2CCCCC2)cc(OC)c1OC,.,.,-3,-12,.,4,1,0.4,2,2
COc1ccccc1-n1cnnc1SC1CCOC1=O (centres undefined),1,5,-18,9,-13,13,15,-0.4,4,1
Cc1cc2nc(-c3ccc[nH]c3=O)n(Cc3ccccc3F)c2cc1C,3,-2,-48,-43,-19,-26,-4,0.9,-25,2
O=C(O)Cc1ccc(NC(=O)CCN2C(=O)c3ccc([N+](=O)[O-])cc3C2=O)cc1,4,0,.,-4,-27,-9,6,-0.2,0,2
Cc1cccc(NC(=O)/C(C#N)=C/c2cccc([N+](=O)[O-])c2)n1,-2,-7,0,14,1,3,27,-34,-6,6
CCCC(=O)Nc1nnc(SCC(=O)Nc2ccc3c(c2)OCO3)s1,1,2,-2,-1,-37,0,-8,-0.4,-8,-3
Nc1ccc2oc(CCc3ccccc3)nc2c1,2,-7,-3,21,-176,-118,-35,3.3,13,6
N=c1c(C(=O)NCCc2ccccc2)cc2c(=O)n3ccccc3nc2n1CC1CCCO1 (centres undefined),2,2,-195,7,-17,-32,17,-49,-5,-5
COCCNC(=O)CSc1nc2ccccc2c(=O)n1CCC(=O)NCCc1ccc(OC)c(OC)c1,6,5,1,-5,-31,6,19,-0.1,9,0
O=C(CSc1nnc(SCc2ccccc2)s1)N/N=C/c1c(Cl)cccc1Cl,0,3,-9,-3,-14,-2,8,1.3,-2,-4
Cc1nonc1OC(C)CNc1ccc([N+](=O)[O-])cc1 (centres undefined),-2,0,9,-9,-20,6,18,-0.3,7,2
COc1ccc(Cl)cc1NC(=O)CN(C)C(=O)Cc1n[nH]c(=O)c2ccccc12,.,.,?,16,.,3,.,0.1,2,-2
Cc1nn(C)c(C)c1Nc1ccc(N2C(=O)C3C4C=CC(C4)C3C2=O)cc1[N+](=O)[O-] (centres undefined),2,-4,-7,-18,-32,14,-11,-3.8,3,-2
COc1ccc2nc(C)cc(SCC(=O)NNC(=O)COc3cccc4ccccc34)c2c1,-5,-2,4,10,4,21,24,0.6,5,9
C=CCc1cccc(/C=N/NC(=O)CCCNc2ccc(C)cc2)c1O,2,5,2,-4,-12,-19,-7,-0.2,3,-35
COCCn1c(C)cc(C(=O)COC(=O)/C=C/c2c(C)nn(C3CCS(=O)(=O)C3)c2Cl)c1C (centres undefined),.,.,0,4,.,-15,30,0.8,-3,6
N#Cc1ccc(-c2ccc(F)cc2)nc1Oc1ccc(Cl)c(Cl)c1,0,1,-14,-19,-1,19,26,-0.1,3,-1
O=[N+]([O-])/C(C=Nc1ccccc1O)=C\Nc1ccccc1O,7,8,.,16,-29,-45,3,-0.6,12,-4
O=C(O)c1ccccc1C(=O)N1N=C(c2ccccc2)CC1c1ccccc1O (centres undefined),1,-5,-3,4,-32,-24,13,2.2,-4,-6
O=C(O)CC(C(=O)Nc1ccc(Cl)c(Cl)c1)C1CCCO1 (centres undefined),6,-2,1,2,5,5,2,0.0,-3,-5
O=C(O)/C=C/C(=O)N1N=C(c2ccco2)CC1c1ccco1 (centres undefined),5,2,1,8,-43,-2,33,0.4,-1,-8
CC(Oc1ccc(Br)cc1)C(=O)Nc1cc(Cl)ccc1N1CCN(C)CC1 (centres undefined),.,.,3,-2,.,6,-2,0.0,10,3
COc1cccc(-c2nn(-c3ccccc3)cc2C(=O)n2nnc3ccccc32)c1,2,2,2,?,-4,4,8,-0.9,22,-1
Cc1cc(C)n(C(C)CNS(=O)(=O)c2ccc(Cl)cc2)n1 (centres undefined),3,2,1,6,-29,-4,7,-0.6,1,-6
Cc1cc2c(=O)n(C)c(SCC(=O)c3cc4ccccc4o3)nc2s1,3,5,2,8,-17,0,30,-0.3,-6,7
CCC1CCCCN1C1Sc2ccc(C(=O)OC)cc2NC1=O (centres undefined),-1,2,-2,-1,-8,0,28,-0.1,3,-11
COc1ccc(C(=O)Nc2cc([N+](=O)[O-])ccc2N2CCCC2)cc1,2,-2,2,-4,-39,3,.,-0.4,-1,1
CCOCCSc1nnc2nc(C)cc(C)n12,-1,2,-10,11,12,-8,18,-0.1,-8,5
O=c1c2[nH]c3cccc(Cl)c3c2ncn1CCN1CCCCC1,0,4,?,-27,-3,13,25,0.3,-12,-11
Cc1ccc(N2C(=O)CC(Sc3nccc(C)n3)C2=O)cc1 (centres undefined),0,1,-2,-40,-28,11,2,1.1,-17,1
COc1ccc2cc(C(=O)N3CCc4ccccc43)[nH]c2c1,22*,8,-8,52*,-127,-122,1,5.7,44,-1
CSc1ncc(CN2CCc3c([nH]c4ccccc34)C2c2cccc(O)c2)cn1 (centres undefined),2,10,7,-4,20,1,32,1.3,0,-4
N#Cc1cc([N+](=O)[O-])cnc1NCC(O)CO (centres undefined),-7,-2,1,8,-33,-4,8,-0.5,-2,-2
O=C(CN1CCN(c2ccc(Cl)cc2)CC1)Nc1ccc(F)c(F)c1,-4,-3,3,2,-15,9,-1,0.0,0,11
N#Cc1c(C(F)(F)F)cc(-c2cccc(Cl)c2)[nH]c1=O,-2,6,-76,-1,-16,23,80,-0.3,-1,-8
CCOc1ccc2nc(SCC(=O)NC(=O)NCc3ccco3)sc2c1,3,-1,7,-2,-46,-16,25,0.2,-2,11
COCCNC(=O)Cn1nc(-c2ccc(C)cc2)ccc1=O,2,-1,?,-4,-30,-4,15,0.6,-7,-1
CC(=C/c1ccco1)/C=N/NC(=O)c1nnn(-c2nonc2N)c1CN(C)C,-3,1,3,-3,-18,14,17,-1.0,0,4

6 entries drawn at random from those above:
SMILES,HSP90 refold inh,IEC-6 cytotox,HDAC3 inhib,HSF-1 act,KLF5 inhibitor,aSyn UTR inh,AI-2 QS mod,HIF activator,HSF1 inh,Platelet DG rel
O=c1c2[nH]c3cccc(Cl)c3c2ncn1CCN1CCCCC1,0,4,?,-27,-3,13,25,0.3,-12,-11
CCCC(=O)Nc1nnc(SCC(=O)Nc2ccc3c(c2)OCO3)s1,1,2,-2,-1,-37,0,-8,-0.4,-8,-3
COc1ccc(C(=O)Nc2cc([N+](=O)[O-])ccc2N2CCCC2)cc1,2,-2,2,-4,-39,3,.,-0.4,-1,1
COc1ccc(N2CC(C(=O)NCCc3ccc(Cl)cc3)CC2=O)cc1 (centres undefined),-2,5,-4,-22,-5,17,-2,-0.5,-13,18
CC(Oc1ccc(Br)cc1)C(=O)Nc1cc(Cl)ccc1N1CCN(C)CC1 (centres undefined),.,.,3,-2,.,6,-2,0.0,10,3
O=C(O)CCC(=O)NN1C(=O)c2ccccc2NC1c1ccco1 (centres undefined),4,-2,-18,-8,-7,-3,11,-0.1,-6,13

Some of these compounds in order of molecular weight, largest number first.
SMILES,HSP90 refold inh,IEC-6 cytotox,HDAC3 inhib,HSF-1 act,KLF5 inhibitor,aSyn UTR inh,AI-2 QS mod,HIF activator,HSF1 inh,Platelet DG rel
Cc1c(Cl)c([N+](=O)[O-])nn1CCCC(=O)N(Cc1ccccc1)Cc1ccccc1,-2,6,7,36,18,6,20,-0.3,6,2
O=c1c2[nH]c3cccc(Cl)c3c2ncn1CCN1CCCCC1,0,4,?,-27,-3,13,25,0.3,-12,-11
CCOCCSc1nnc2nc(C)cc(C)n12,-1,2,-10,11,12,-8,18,-0.1,-8,5

Further structures.
SMILES,HSP90 refold inh,IEC-6 cytotox,HDAC3 inhib,HSF-1 act,KLF5 inhibitor,aSyn UTR inh,AI-2 QS mod,HIF activator,HSF1 inh,Platelet DG rel
COc1ccc(S(=O)(=O)Nc2ccc3oc(C)c(C(C)=O)c3c2)cc1,0,16,11,-13,-29,-28,3,1.6,-8,0
Cc1ccc(OCCNC(=O)c2ccco2)cc1C,-1,5,-2,17,-10,-50,-33,0.8,-1,1
Cc1sc2ncnc(N3CCC(C(=O)Nc4nc(-c5cccs5)cs4)CC3)c2c1C,.,.,-2,-55,.,-16,-13,0.4,-54*,-29
O=C(N/N=C1/CCCc2ccccc21)c1cc([N+](=O)[O-])cc([N+](=O)[O-])c1,3,5,0,-2,-7,15,4,-1.9,-1,5
COC(=O)Cc1ccc(NC(=O)c2ccccc2Br)cc1,5,-1,-4,11,-30,22,34,-0.2,7,-2
CN1C(C(=O)Nc2ccc(OC(F)(F)F)cc2)=CC(c2cccs2)=NS1(=O)=O,-3,0,-5,-80,-23,25,19,0.3,-74*,3
